QS inhibitor = S. aureus quorum sensing inhibition | S. aureus RN6390 RNAIII-GFP reporter, AIP-induced, flow cytometry 3 h | inhibition, % at 2 µM | 24,000 tested, 0.3% active;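 active means share of bacteria positive for the green fluorescent reporter and its mean brightness both inhibited by 50% or more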;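 further: 0% = AIP-stimulated control and 100% = unstimulated bacteria without AIP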
QS inhibitor GFP MFI % = recorded beside QS inhibitor, whose call it bears; inhibition, %; measured here: inhibition of GFP MFI
An asterisk follows results filed as active.

For CSCCC(NC(=O)COc1ccccc1)C(=O)N1CCN(c2ccccc2F)CC1 (stereo unspecified) the results were QS inhibitor 17 and QS inhibitor GFP MFI % 33.
For CCOC(=O)c1cn(CC)c2ccc(S(=O)(=O)N3CCC(C)CC3)cc2c1=O the results were QS inhibitor -2 and QS inhibitor GFP MFI % -4.
COCCNC(=O)CSc1nc2ccc(N3CCOCC3)cc2c(=O)n1CCc1ccccc1 was read as QS inhibitor 11 and QS inhibitor GFP MFI % 29.
`Cc1ccc(C)c(N2CCN(C(=O)Cn3cccc3)CC2)c1` gave QS inhibitor -4 and QS inhibitor GFP MFI % -11.
O=C(c1cc(-c2ccco2)on1)N1CCCc2ccccc21 was read as QS inhibitor -2 and QS inhibitor GFP MFI % -73.
`COc1ccccc1C(=O)Oc1cc(N)n(S(=O)(=O)c2ccc(C)cc2)n1` gave QS inhibitor -3 and QS inhibitor GFP MFI % -10.
For CC1(C)CC(=O)C2=C(C1)N(CCN1CCOCC1)C1=C(C(=O)CC(C)(C)C1)C2c1ccc(Cl)cc1 the results were QS inhibitor -4 and QS inhibitor GFP MFI % -9.
For CC1CCCC(NC(=O)c2n[nH]c(=O)c3ccccc23)C1C (stereo unspecified) the results were QS inhibitor -2 and QS inhibitor GFP MFI % 8.
For COc1ccc(C)cc1NC(=O)Cn1cnc2sc(C)c(S(=O)(=O)N3CCOCC3)c2c1=O the results were QS inhibitor 9 and QS inhibitor GFP MFI % 14.
Screening C/C(N)=C(/C#N)C(=O)COC(=O)c1cc(C)n(-c2ccc(F)cc2)c1C returned QS inhibitor 2 and QS inhibitor GFP MFI % 14.
Screening COc1ccc(CN2C(=O)c3ccccc3C2C(=O)NC2CCCC2)c(OC)c1 (stereo unspecified) returned QS inhibitor 2 and QS inhibitor GFP MFI % 2.
Screening Cc1cccc(N2CCN(C(=O)c3cc4c(C)nc5ccccc5c4o3)CC2)c1C returned QS inhibitor 6 and QS inhibitor GFP MFI % 15.
Screening O=c1c2ccccc2cnn1-c1nc2ccccc2s1 returned QS inhibitor 0 and QS inhibitor GFP MFI % -32.
For CCS(=O)(=O)N1CCC(C(=O)NCCCN2CCCC2)CC1 the results were QS inhibitor -1 and QS inhibitor GFP MFI % 0.
`N#CC1=C2SCN(c3ccc(F)cc3)CN2C(=O)CC1c1cccc(F)c1` (stereo unspecified) gave QS inhibitor 1 and QS inhibitor GFP MFI % 4.

Reprinted from the part before: 4 entries; new compounds follow.
Screening Cc1cccc(N2CCN(C(=O)c3cc4c(C)nc5ccccc5c4o3)CC2)c1C returned QS inhibitor 6 and QS inhibitor GFP MFI % 15.
Screening O=c1c2ccccc2cnn1-c1nc2ccccc2s1 returned QS inhibitor 0 and QS inhibitor GFP MFI % -32.
For CCS(=O)(=O)N1CCC(C(=O)NCCCN2CCCC2)CC1 the results were QS inhibitor -1 and QS inhibitor GFP MFI % 0.
`N#CC1=C2SCN(c3ccc(F)cc3)CN2C(=O)CC1c1cccc(F)c1` (stereo unspecified) gave QS inhibitor 1 and QS inhibitor GFP MFI % 4.
`Cc1nc(SC2C=CS(=O)(=O)C2)n[nH]1` (stereo unspecified) gave QS inhibitor -1 and QS inhibitor GFP MFI % 1.
Screening Cn1c(SCc2nc3ccccc3n2CCO)nc2ccccc21 returned QS inhibitor 2 and QS inhibitor GFP MFI % 10.
`O=S(=O)(c1cccs1)N1CCN(C/C=C/c2ccccc2)CC1` gave QS inhibitor -1 and QS inhibitor GFP MFI % 5.
CCCCNC(=O)C1CCN(S(=O)(=O)c2cnc[nH]2)CC1 was read as QS inhibitor -12 and QS inhibitor GFP MFI % -17.
For CCOC(=O)c1ccc(NC(=O)Cn2nnc(-c3ccccc3)n2)cc1 the results were QS inhibitor -1 and QS inhibitor GFP MFI % 7.
`CS(=O)(=O)N(CC(=O)NC1CC1)c1cccc(F)c1` gave QS inhibitor -1 and QS inhibitor GFP MFI % 1.
O=C(O)Cn1nnc(-c2cccs2)n1 was read as QS inhibitor -1 and QS inhibitor GFP MFI % -2.
Screening COc1cc2c(cc1OC)C(/C(C#N)=N\O)=NC(C)(C)C2 returned QS inhibitor 2 and QS inhibitor GFP MFI % 2.
Screening Cc1ccc(-c2noc(CCC(=O)N(C)c3ccccc3C)n2)cc1 returned QS inhibitor -2 and QS inhibitor GFP MFI % -34.
Screening CCc1nn(CC(=O)N2CCN(Cc3ccc4c(c3)OCO4)CC2)c(=O)c2cc3occc3n12 returned QS inhibitor -2 and QS inhibitor GFP MFI % -4.
Screening CCOC(=O)c1[nH]c(C)c(C(=O)N(CC)CC)c1C returned QS inhibitor -3 and QS inhibitor GFP MFI % -2.
Screening CC(C)(C)C(=O)Cn1c(=N)n(Cc2ccccc2)c2ccccc21 returned QS inhibitor -1 and QS inhibitor GFP MFI % -2.
N#Cc1c(-c2ccc(Cl)cc2Cl)nc2n(c1=O)CCS2 was read as QS inhibitor 4 and QS inhibitor GFP MFI % 10.
`CCOC(=O)c1ccc(NCc2nc3ccccc3[nH]2)cc1` gave QS inhibitor 1 and QS inhibitor GFP MFI % 4.
Screening O=C(Oc1cccc2cccnc12)c1cccc(-n2cnnn2)c1 returned QS inhibitor 0 and QS inhibitor GFP MFI % 2.
`CCN(CC(F)(F)C(F)F)S(=O)(=O)c1ccc(NC(=O)OC)cc1` gave QS inhibitor 28 and QS inhibitor GFP MFI % 57.
For CCOC(=O)Cc1csc(NC(=O)CSc2nnc(C)n2C)n1 the results were QS inhibitor -1 and QS inhibitor GFP MFI % -14.
`CN(C)S(=O)(=O)c1ccc(C(=O)N2CCN=C2SCc2cccnc2)cc1` gave QS inhibitor 3 and QS inhibitor GFP MFI % 14.
O=C(CC(NS(=O)(=O)c1ccc(Cl)cc1)c1ccco1)NCc1cccnc1 (stereo unspecified) was read as QS inhibitor -2 and QS inhibitor GFP MFI % 3.
Cn1c(=O)cc(OCC(=O)N2CCCc3ccccc32)c2ccccc21 was read as QS inhibitor 1 and QS inhibitor GFP MFI % -3.
COC(=O)c1cnn(C(=O)c2cc(OC)ccc2Br)c1N was read as QS inhibitor -2 and QS inhibitor GFP MFI % 2.
`CC(=O)Nc1ccc(OC(=O)c2cccs2)cc1` gave QS inhibitor 0 and QS inhibitor GFP MFI % -19.
CCOC(=O)N1CCN(C(=O)C(NC(=O)C2CCC(C)CC2)C(C)C)CC1 (stereo unspecified) was read as QS inhibitor -7 and QS inhibitor GFP MFI % -13.
N#C/C=C\Oc1ccc(Cl)cc1N was read as QS inhibitor -1 and QS inhibitor GFP MFI % 0.
CCCCc1cc(=O)oc2c(CN3CCCC3)c(O)c(Cl)cc12 was read as QS inhibitor 5 and QS inhibitor GFP MFI % 5.
For CC1C(=O)C(C)C(c2ccc3c(c2)OCO3)NC1c1ccc2c(c1)OCO2 (stereo unspecified) the results were QS inhibitor 4 and QS inhibitor GFP MFI % 8.
For COc1cc(OC)cc(-c2nc3nc(C)c(CCC(=O)NCc4ccco4)c(C)n3n2)c1 the results were QS inhibitor -1 and QS inhibitor GFP MFI % -20.
`CCN(CC)Cc1nc2c(c(=O)[nH]1)C1(CCCCC1)Cc1ccccc1-2` gave QS inhibitor 0 and QS inhibitor GFP MFI % -12.
`COc1ccc(CCN2C(=O)c3cccnc3C2=O)cc1OC` gave QS inhibitor 6 and QS inhibitor GFP MFI % 37.
Screening Cc1cc(NS(=O)(=O)Cc2ccccc2)cc(C)c1OCC(=O)N1CCOCC1 returned QS inhibitor 0 and QS inhibitor GFP MFI % -2.
For O=C(CN1CCN(C(=O)c2ccccc2)CC1)Nc1ncc(Br)cc1Br the results were QS inhibitor -1 and QS inhibitor GFP MFI % 1.
`O=C(NCCO)c1cc2ccccc2c(=O)s1` gave QS inhibitor 3 and QS inhibitor GFP MFI % 14.
`N#Cc1c(N)c(C(=O)c2ccccc2)n2c1CCCC2` gave QS inhibitor -1 and QS inhibitor GFP MFI % -12.
Screening O=C(OCn1nnc2ccccc2c1=O)c1cc2ccccc2o1 returned QS inhibitor 1 and QS inhibitor GFP MFI % 10.
Screening CSc1nc(-c2ccco2)nn1C(=O)c1ccc(C)cc1 returned QS inhibitor 0 and QS inhibitor GFP MFI % 4.
Screening COC(=O)CSc1nnc(CNC(=O)c2cccs2)n1-c1cccc(C)c1 returned QS inhibitor -2 and QS inhibitor GFP MFI % -16.
CCC(C)NC(=O)C1(C)CCC(=O)N1CCc1ccc(OC)c(OC)c1 (stereo unspecified) was read as QS inhibitor 3 and QS inhibitor GFP MFI % 4.
CCOC(=O)N1CCC(NC(=O)c2ccc(OC)c(CN3CC(=O)N4CCCC4C3=O)c2)CC1 (stereo unspecified) was read as QS inhibitor -2 and QS inhibitor GFP MFI % -5.
For Cc1nc(C)c(C(=O)Nc2ccc(C)c(F)c2)o1 the results were QS inhibitor -1 and QS inhibitor GFP MFI % -13.
`CCc1ccc(NC(=O)CSc2nnc(Cc3cccn3C)n2-c2ccc(OC)cc2)cc1` gave QS inhibitor -1 and QS inhibitor GFP MFI % 0.
For CC(C)(C)C(=O)Oc1cc(N)n(S(=O)(=O)c2ccc(F)cc2)n1 the results were QS inhibitor 5 and QS inhibitor GFP MFI % 14.
Screening CCOCCCNC(=O)c1ccc(CS(=O)(=O)Cc2ccc(C)cc2)o1 returned QS inhibitor 0 and QS inhibitor GFP MFI % 0.
Cc1cc(C)n(Cc2ccccc2F)c(=O)c1C#N was read as QS inhibitor 3 and QS inhibitor GFP MFI % 10.
For COc1cc2c(cc1OC)C(C(=O)NCC1COc3ccccc3O1)C(c1cccnc1)N(C)C2=O (stereo unspecified) the results were QS inhibitor -1 and QS inhibitor GFP MFI % -1.
CCS(=O)(=O)N1CCCC(C(=O)NCCN(C)Cc2ccccc2)C1 (stereo unspecified) was read as QS inhibitor 0 and QS inhibitor GFP MFI % 1.
Nc1nnc(C(=O)c2ccccc2N)s1 was read as QS inhibitor -4 and QS inhibitor GFP MFI % -26.
`O=S(=O)(Cc1ccccc1)N1CCCCCC1` gave QS inhibitor -1 and QS inhibitor GFP MFI % -18.
`CC(C)(C)OC(=O)N1CC=C2C(C#N)=C(N)C(C#N)(C#N)[C@H](c3cccnc3)[C@H]2C1` gave QS inhibitor 0 and QS inhibitor GFP MFI % 14.
`Cc1ccc(S(=O)(=O)N2CCN(C(=O)CSc3nc4ccccc4c(=O)[nH]3)CC2)c(C)c1` gave QS inhibitor 0 and QS inhibitor GFP MFI % 18.
`COc1cccc(-c2nnc(NC(C)=O)o2)c1` gave QS inhibitor 0 and QS inhibitor GFP MFI % -1.
Screening O=C(CNC(=O)c1cccs1)NCCN1CCN(c2ccccc2F)CC1 returned QS inhibitor 0 and QS inhibitor GFP MFI % -5.
Screening COc1ccc(N2C(=O)c3cccc4cccc(c34)C2=O)nn1 returned QS inhibitor -1 and QS inhibitor GFP MFI % -16.
For CCc1cccc(NS(=O)(=O)c2c(C)n[nH]c2C)c1 the results were QS inhibitor -1 and QS inhibitor GFP MFI % -2.
`O=C(O)c1ccc(Cl)c2c1C1C=CCC1C(c1ccccn1)N2` (stereo unspecified) gave QS inhibitor 2 and QS inhibitor GFP MFI % 10.
`Cc1ccccc1-n1c(SCc2c(C)noc2C)nnc1-c1ccncc1` gave QS inhibitor 2 and QS inhibitor GFP MFI % 6.
For CC(C)Sc1ncnc2c1oc1ccccc12 the results were QS inhibitor -6 and QS inhibitor GFP MFI % -10.
Screening CCOC(=O)N1CCC(NC(=O)c2cc3ccccn3n2)CC1 returned QS inhibitor -3 and QS inhibitor GFP MFI % -28.
For CCN(CC)CCOC(=O)C1(c2ccc(OC)c(OC)c2)CCCC1 the results were QS inhibitor -2 and QS inhibitor GFP MFI % -3.
`O=S(=O)(Nc1ccn(-c2ccccc2)n1)c1ccc(Br)cc1` gave QS inhibitor 2 and QS inhibitor GFP MFI % 6.
Screening Cc1ccc(S(=O)(=O)NCc2ccc(C(=O)NCCCN3CCN(C)CC3)cc2)cc1 returned QS inhibitor -2 and QS inhibitor GFP MFI % -1.

Molecules shown so far that contain a Cl atom:
For CC1(C)CC(=O)C2=C(C1)N(CCN1CCOCC1)C1=C(C(=O)CC(C)(C)C1)C2c1ccc(Cl)cc1 the results were QS inhibitor -4 and QS inhibitor GFP MFI % -9.
N#Cc1c(-c2ccc(Cl)cc2Cl)nc2n(c1=O)CCS2 was read as QS inhibitor 4 and QS inhibitor GFP MFI % 10.
O=C(CC(NS(=O)(=O)c1ccc(Cl)cc1)c1ccco1)NCc1cccnc1 (stereo unspecified) was read as QS inhibitor -2 and QS inhibitor GFP MFI % 3.
N#C/C=C\Oc1ccc(Cl)cc1N was read as QS inhibitor -1 and QS inhibitor GFP MFI % 0.
CCCCc1cc(=O)oc2c(CN3CCCC3)c(O)c(Cl)cc12 was read as QS inhibitor 5 and QS inhibitor GFP MFI % 5.
`O=C(O)c1ccc(Cl)c2c1C1C=CCC1C(c1ccccn1)N2` (stereo unspecified) gave QS inhibitor 2 and QS inhibitor GFP MFI % 10.

(list continues)
O=C(Cn1cccc1)NCc1cccs1 was read as QS inhibitor -1 and QS inhibitor GFP MFI % 2.
`Nc1nonc1-c1nc2ccccc2n1Cc1ccc(F)cc1Cl` gave QS inhibitor 12 and QS inhibitor GFP MFI % 36.
`CCOC(=O)c1nc(N2CCN(C(=O)OCC)CC2)c2c3c(sc2n1)CCCC3` gave QS inhibitor -1 and QS inhibitor GFP MFI % 0.
CN(C)c1nc(Nc2ccc(Cl)cc2)nc(OCC#N)n1 was read as QS inhibitor 0 and QS inhibitor GFP MFI % 3.
CCc1c(C)nc2ncnn2c1N1CCC(C(=O)NCc2cccc(OC)c2)CC1 was read as QS inhibitor -2 and QS inhibitor GFP MFI % -8.
COc1ccccc1N(CN1CCCC1=O)C(=O)c1c(F)cccc1Cl was read as QS inhibitor 0 and QS inhibitor GFP MFI % -6.
COC(=O)c1ccccc1NC(=O)Cn1cc2c(n1)CCC(C)C2 (stereo unspecified) was read as QS inhibitor 12 and QS inhibitor GFP MFI % 31.
`CCOC(=O)c1c(C)oc2c(CC(=O)c3ccccc3)c(Cl)c(O)c(O)c12` gave QS inhibitor -1 and QS inhibitor GFP MFI % 0.
`COc1ccc(CN2C(=O)CCC2(C)C(=O)NC2CCCCCC2)cc1` (stereo unspecified) gave QS inhibitor 2 and QS inhibitor GFP MFI % 7.

Source: PubChem BioAssay

Only part of the results is shown, so the mix of outcomes need not match the whole.
